# AGP1-GFP MLPCN – yeast TOR pathway AGP1-GFP modulation | S. cerevisiae AGP1-GFP multiplex flow cytometry, 3 h; GFP as percent of DMSO wells | GFP response vs DMSO, % at 10 µM | 320,000 tested, 0.02% active | AID 2066;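 active means GFP response relative to DMSO above a set limit, near screen average plus 3 SD, cut at about 150% in these data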;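 further: median GFP channel fluorescence of the gated AGP1 strain per well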
# VLA-4 inh – inhibition in a human VLA-4 binding assay. inhibition, % (about 7 µM as worked out from the volumes in the protocol). AID 2557. P13612. 330,000 tested, 0.2% active. VLA-4 expressing cells, ligand binding flow cytometry; in the data active means inhibition above about 50%
# GRK2 aptamer HTS – blocks RNA aptamer binding to human GRK2; P25098; bead flow cytometry, FAM-aptamer displacement from GRK2; inhibition of aptamer binding, % at 10 µM; 330,000 tested, 0.59% active; AID 488847;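 active means inhibition of aptamer binding above 40%, roughly 3 SD of noise, on plates passing a quality check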;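 further: median bead fluorescence of bound FAM aptamer so fluorescent compounds give negative values; no value below 0 was filed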
# Target sequence (P25098 whole entry, looked up): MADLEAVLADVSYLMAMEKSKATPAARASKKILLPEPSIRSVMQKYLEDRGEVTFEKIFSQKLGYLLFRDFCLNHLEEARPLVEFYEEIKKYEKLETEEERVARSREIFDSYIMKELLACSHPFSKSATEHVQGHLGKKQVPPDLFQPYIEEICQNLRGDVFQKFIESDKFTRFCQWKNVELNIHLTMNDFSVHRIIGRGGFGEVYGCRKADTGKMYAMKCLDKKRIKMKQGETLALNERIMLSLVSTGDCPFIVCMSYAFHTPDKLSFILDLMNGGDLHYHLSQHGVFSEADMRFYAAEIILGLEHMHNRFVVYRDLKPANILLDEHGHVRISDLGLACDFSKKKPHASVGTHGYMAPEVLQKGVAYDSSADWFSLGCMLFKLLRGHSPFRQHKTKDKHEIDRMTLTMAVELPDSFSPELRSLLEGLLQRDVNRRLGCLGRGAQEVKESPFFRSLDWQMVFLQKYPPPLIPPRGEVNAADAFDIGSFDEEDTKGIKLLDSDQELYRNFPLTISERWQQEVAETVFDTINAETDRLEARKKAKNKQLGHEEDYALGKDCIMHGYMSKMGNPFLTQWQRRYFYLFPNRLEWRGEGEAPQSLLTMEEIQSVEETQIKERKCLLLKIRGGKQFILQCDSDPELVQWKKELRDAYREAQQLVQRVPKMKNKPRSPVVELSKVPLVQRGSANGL
# CIT2-GFP yeast – modulators of TOR pathway CIT2-GFP in S. cerevisiae; S. cerevisiae CIT2-GFP strain, flow cytometry, 3 h; 100 means same as DMSO wells; GFP response vs DMSO, % at 10 µM; 320,000 tested, 0.065% active;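 active means GFP response relative to DMSO above a set limit, near the screen mean plus 3 SD, cut at about 150% in these data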;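 further: ratio of well median GFP fluorescence to mean of DMSO wells on the plate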
# CR mimetic SO – yeast age-related superoxide inhibition as caloric restriction mimetic. S. cerevisiae aged cells, superoxide DHE fluorescence; hits give low values. AID 2690. 330,000 tested, 0.18% active. superoxide response (% of plate mean), % at 10 µM;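 active means superoxide response under a set limit, about three screen SD below normal, cut at about 65% in these data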;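 further: yeast aged for seven days with compound at 30 °C before DHE staining; 100% = average MFI of all compound-treated wells on the plate with controls excluded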
# MEP2 TOR yeast – alters MEP2-GFP fluorescence in TOR pathway yeast screen. AID 2016. 330,000 tested, 0.51% active. S. cerevisiae MEP2-GFP strain, flow cytometry GFP, 3 h; 100% = DMSO control level. GFP response vs DMSO, % at 10 µM;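 active means GFP response versus DMSO above a set limit, roughly screen mean plus 3 SD, cut at about 180% in these data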;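 further: median GFP fluorescence of the barcode-gated MEP2-GFP cells per well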
# RPL19A-GFP yeast – modulators of TOR pathway RPL19A-GFP in S. cerevisiae | S. cerevisiae RPL19A-GFP strain, flow cytometry, 3 h; hits give low values | percent response vs DMSO, % at 10 µM | AID 2025 | 330,000 tested, 0.3% active;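 active means percent response vs DMSO below 50%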;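 further: median channel GFP fluorescence of the barcoded RPL19A-GFP strain; ratio of sample median GFP to plate DMSO average so 100% = DMSO; lower means less RPL19A-GFP as with rapamycin TOR inhibition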
# LAP4-GFP MLPCN – yeast TOR pathway LAP4-GFP modulation | 320,000 tested, 0.34% active | GFP response vs DMSO, % at 10 µM | AID 2023 | S. cerevisiae LAP4-GFP multiplex, flow cytometry GFP, 3 h; median GFP as percent of DMSO wells;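 active means GFP response vs DMSO above a set limit, about the screen mean plus 3 SD, cut at about 150% in these data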
# Starred values were filed as active, the others as inactive; . = no result given.
SMILES,AGP1-GFP MLPCN,VLA-4 inh,GRK2 aptamer HTS,CIT2-GFP yeast,CR mimetic SO,MEP2 TOR yeast,RPL19A-GFP yeast,LAP4-GFP MLPCN
O=C(NCCS(=O)(=O)N1CCN(c2ccccc2)CC1)c1ccc(Br)o1,98.5,-7.0,4.0,98.3,78.2,92.3,99.4,119.5
COc1ccc(C2C(=O)N(C3CCCCC3)CC(=O)N2C2CCCCC2)cc1 (stereo unspecified),102.3,-0.5,1.0,97.8,103.5,95.6,101.6,93.8
COc1ccc(NC(=S)N2CCN(c3ncccn3)CC2)cc1,106.6,3.5,2.0,112.9,93.1,107.0,106.5,94.2
COc1cc(OC)cc(C(=O)N[C@H](C(=O)NC2CCCc3ccccc32)C(C)C)c1 (stereo partly specified),99.8,-11.6,2.0,101.3,102.5,99.4,97.7,97.1
CC1CCN(CCCn2c(SCC(=O)Nc3ccccc3Cl)nc3ccccc3c2=O)CC1,118.0,7.4,2.0,114.9,106.7,137.2,88.2,128.8
CC(=O)Nc1ccc(NC(=O)CN(c2ccc(C(C)C)cc2)S(=O)(=O)c2ccccc2)cc1,97.3,-3.2,1.0,94.9,101.2,99.0,94.9,109.3
CCOc1ccc(N(CC(=O)OC)S(=O)(=O)c2ccc3c(c2)n(C)c(=O)c(=O)n3C)cc1,98.6,-3.9,0.0,98.7,104.4,97.1,100.9,99.3
CCCc1[nH]nc2c1C(c1ccc(O)c(OC)c1)C(C#N)=C(N)O2 (stereo unspecified),99.8,8.2,2.0,103.9,102.1,104.1,102.1,92.0
CC(NC(=O)c1ccc(Br)cc1)C(=O)NC1=NCCS1 (stereo unspecified),102.6,9.6,1.0,119.0,89.5,153.6,106.8,118.0
CN(C)c1ncnc2sc(-c3ccccc3)cc12,64.2,-9.0,7.0,90.6,65.5,96.5,96.2,108.2
COc1ccc(-n2cnc3ccccc3c2=O)c([N+](=O)[O-])c1,99.1,6.4,0.0,104.1,105.0,107.0,103.1,96.5
Oc1c(Br)cc(/C=N/n2c(-c3ccccc3)n[nH]c2=S)cc1Br,100.1,-6.5,2.0,99.3,101.2,102.0,101.9,102.2

# Part of the list above, reduced to GRK2 aptamer HTS and MEP2 TOR yeast.
Molecule	GRK2 aptamer HTS	MEP2 TOR yeast
COc1ccc(NC(=S)N2CCN(c3ncccn3)CC2)cc1	2.0	107.0
CC(=O)Nc1ccc(NC(=O)CN(c2ccc(C(C)C)cc2)S(=O)(=O)c2ccccc2)cc1	1.0	99.0

# Further compounds
SMILES,AGP1-GFP MLPCN,VLA-4 inh,GRK2 aptamer HTS,CIT2-GFP yeast,CR mimetic SO,MEP2 TOR yeast,RPL19A-GFP yeast,LAP4-GFP MLPCN
CCOC(=O)C1CCN(S(=O)(=O)c2ccc(OC)c(OC)c2)CC1,.,13.0,1.0,98.0,101.1,105.3,103.6,104.4
COn1c(=S)[nH]c2ccccc2c1=O,99.2,8.2,2.0,98.0,112.3,97.5,97.4,102.9
Cc1[nH]n(-c2ccc(Br)cc2)c(=O)c1C=Nc1ccc(S(=O)(=O)Nc2nccs2)cc1,97.6,19.0,0.0,94.9,106.6,97.0,100.5,88.2
CCn1c(SCC(=O)N2CCC(C)CC2)nnc1-c1ccco1,96.4,-11.1,3.0,101.1,92.1,88.4,96.5,96.9
Cc1ccc(-n2nc3c(=O)n(CC(=O)NCCc4ccc(Cl)cc4)nc(C)c3c2C)cc1,96.8,-11.1,0.0,99.2,89.5,103.9,94.0,88.9
O=c1c2ccccc2[nH]c(=S)n1CCN1CCCCC1,87.2,-24.5,0.0,83.7,100.2,88.4,98.0,80.2
COc1ccc(S(=O)(=O)N(CC(=O)NCc2ccccn2)c2ccc(Cl)cc2)cc1,103.7,-4.5,1.0,105.8,91.3,109.3,106.0,92.4
C=CCn1c(=O)c(C(=O)NCc2ccccc2Cl)c(O)c2ccccc21,99.4,0.3,0.0,103.2,92.4,100.9,103.7,88.9
Cc1ccc(S(=O)(=O)N2CCN(C(=O)C(C)Cn3nc(C)c(C)c3C)CC2)cc1C (stereo unspecified),91.5,-0.3,0.0,92.6,100.3,98.0,98.2,89.7
CCOC(=O)c1cc2c(=O)[nH]c(C(Cl)(Cl)Cl)nc2o1,99.3,2.8,1.0,106.3,135.6,106.9,100.5,95.5
COc1cccc(-c2cc(=O)c3cc(NC(=O)c4ccccc4)ccc3[nH]2)c1,93.4,-4.2,4.0,110.0,104.1,101.0,101.7,110.3
Nc1nnc(SCc2ccc(F)cc2)n1-c1ccccc1,100.9,13.3,2.0,93.8,99.5,95.3,109.5,99.4
CC1=C(C(=O)OCC2CCCO2)C(c2ccc(C)cc2)C2=C(CCCC2=O)N1 (stereo unspecified),104.7,3.5,1.0,108.5,108.1,100.2,101.6,95.0
CCOC(=O)C(=O)Nc1nnc(SCc2ccc(F)cc2)s1,92.1,9.2,2.0,89.9,95.3,101.0,101.7,102.3
Cc1cccc(N2C(=O)c3cccc(Oc4ccc(Cl)cc4)c3C2=O)c1,95.6,33.2,0.0,92.6,89.6,98.2,94.6,94.4
COc1cccc(NC(=O)c2ccc(NC(=O)C(C)(C)C)cc2)c1,88.9,16.2,.,93.4,104.4,93.3,97.6,86.3
CCOC(=O)CNC(=O)C1CCN(S(=O)(=O)c2ccc(-c3nn[nH]n3)cc2)CC1,108.7,2.6,0.0,105.3,99.4,104.7,107.3,93.0
COc1ccccc1NC(=O)c1ccc(SCC(=O)NCc2ccccc2Cl)c([N+](=O)[O-])c1,106.7,9.8,3.0,102.5,84.5,109.7,111.1,100.2
COc1ccc(OCc2nnc3n2N=C(c2ccc(Br)cc2)CS3)cc1,107.6,10.2,1.0,94.3,93.2,87.2,98.8,99.4
CCn1c(C)c(C(C)=O)cc(C#N)c1=O,102.4,19.8,0.0,103.5,94.4,105.5,106.8,89.4
CC(=O)N(C)c1ccc(OCC(O)Cn2c3ccc(Cl)cc3c3cc(Cl)ccc32)cc1 (stereo unspecified),100.7,0.9,2.0,103.0,116.1,100.6,98.2,102.5
O=C(c1ccc(OCC2CCCO2)cc1)N1CCN(c2ccccc2)CC1 (stereo unspecified),92.4,15.1,0.0,93.9,100.2,122.5,97.7,101.4
O=C(NCCN1CCOCC1)/C(=C/c1ccc(F)cc1)NC(=O)c1ccccc1,95.8,0.7,0.0,100.4,94.4,105.9,102.8,97.0
CCOc1ccc(-c2nnc3sc(COc4ccc(C)cc4)nn23)cc1,105.0,-0.4,3.0,104.9,102.3,105.7,102.7,97.5
COc1cc(OC)cc(-c2oc3cccnc3c2C#CCCO)c1,84.8,14.7,0.0,80.1,101.3,92.5,95.3,101.6
Cc1ccc(S(=O)(=O)c2nc(-c3ccccc3Cl)oc2NCCCN2CCOCC2)cc1,98.0,25.6,0.0,102.2,107.9,105.5,106.5,102.0
CCOC(=O)C1=C(C)NC(=O)NC1C1CC=CCC1 (stereo unspecified),103.4,-3.1,3.0,.,111.7,100.5,101.9,90.4
CC(OC(=O)CN1C(=O)c2ccccc2C1=O)C(=O)NC1CCCC1 (stereo unspecified),102.4,1.5,1.0,96.3,85.0,99.3,101.4,95.3
NC(=O)CC(NC(=O)Cc1ccc(Br)cc1)c1ccc(NCCc2ccc(F)cc2)c([N+](=O)[O-])c1 (stereo unspecified),90.4,-4.8,0.0,82.0,106.2,99.8,106.4,111.2
O=C(CCCOc1ccc(Br)cc1)NNC(=O)c1ccncc1,110.6,0.1,0.0,103.6,91.4,110.2,107.2,106.8
CC(=O)Nc1nc(C)c(-c2csc(Nc3cccc([N+](=O)[O-])c3)n2)s1,94.1,8.8,0.0,93.8,103.8,103.6,98.1,102.4
CN(Cc1c(C(=O)N/N=C/c2cccs2)nnn1-c1nonc1N)c1ccccc1,104.5,-0.4,0.0,97.3,81.6,94.8,99.4,99.1
CC1=NN(C(N)=S)C(=O)C1N=Nc1cccc(Cl)c1C (stereo unspecified),94.0,6.9,0.0,103.5,88.2,107.4,104.3,102.8
Cc1ccc(Cn2c(C3CCCN3c3nc(-c4cc(Cl)c(N)c(Cl)c4)cs3)nc3cc(C(=O)NCCCO)ccc32)cc1 (stereo unspecified),117.3,-3.6,3.0,107.3,96.8,107.0,105.4,102.3
COc1ccc(/C=C/C(=O)OCC(=O)c2c(C)[nH]c3ccccc23)cc1OC,93.0,0.0,0.0,90.7,81.3,86.1,94.0,86.8
Nc1ncnc2nc(SCCC(=O)O)[nH]c12,110.4,6.1,0.0,106.2,105.0,113.0,108.7,103.9
O=S(=O)(/C=C/c1ccccc1)N1CCN(c2ccccc2)CC1,99.7,20.4,3.0,89.2,97.4,107.6,96.3,108.5
Nc1cc(=O)[nH]c(SCC(=O)Nc2ccc(Br)cc2)n1,100.6,22.8,0.0,94.9,109.3,106.8,104.1,102.7
CC1Cc2ccccc2N1C(=O)Cn1c(=O)cc(O)c2ccccc21 (stereo unspecified),109.8,5.8,0.0,111.6,100.5,110.3,100.7,92.7
Cc1ccc([N+](=O)[O-])cc1NC(=O)CCSc1ccc(Cl)cc1,101.8,-6.4,0.0,115.7,96.8,111.3,105.8,119.0
O=[N+]([O-])c1cc(Cl)c(Cl)c(Cl)c1Cl,100.7,13.7,0.0,89.7,103.1,101.6,103.8,107.6
C[C@H](NC(=O)c1nc[nH]c1C(=O)N[C@@H](Cc1ccccc1)C(=O)OC(C)(C)C)C(=O)OC(C)(C)C,83.9,-9.6,0.0,99.4,80.5,96.7,100.0,114.2
CCOC(=O)C1=C(N)OC2=C(C(=O)CC(C)C2)C1c1cccnc1 (stereo unspecified),96.8,4.2,0.0,96.3,99.4,101.8,93.2,95.3
COc1cccc(C2Nc3ccccc3C(=O)N2c2ccc(F)cc2)c1O (stereo unspecified),98.3,-9.6,0.0,99.9,121.2,104.8,101.0,91.2
Cc1c(C(=O)N(Cc2cccs2)C2CCS(=O)(=O)C2)oc2ccccc12 (stereo unspecified),117.6,11.4,0.0,115.0,102.0,104.9,112.9,112.0
Cc1cc(C(=O)N/N=C/c2cc(Br)c(Br)o2)n[nH]1,101.1,-8.7,18.0,99.9,98.3,102.6,101.5,100.7
O=CNCCCc1nc2ccccc2n1CCc1ccccc1,98.5,7.6,0.0,100.4,92.5,112.5,108.0,94.7
O=C(CCCSc1nc(-c2ccco2)cc(C(F)(F)F)n1)NCC1CCCO1 (stereo unspecified),111.2,3.7,0.0,111.8,92.9,110.7,108.8,106.8
O=[N+]([O-])c1cccc(-c2csc(Nc3ccccc3)n2)c1,90.0,13.5,0.0,103.4,121.6,99.2,95.9,105.9
CCN1CCN(C(=O)CNC(=O)c2nn(-c3ccc(OC)cc3)c(=O)c3ccccc23)CC1,99.0,1.8,0.0,98.8,100.0,87.1,98.2,100.3
CCSc1nnc(NC(=O)CCN2C(=O)C3CCCCC3C2=O)s1 (stereo unspecified),99.3,22.1,0.0,96.1,106.2,90.8,95.9,89.1
CSc1nc2nc3c(cn2n1)C(=O)CC(c1ccccc1)C3 (stereo unspecified),101.3,-2.6,0.0,105.7,105.8,103.1,.,97.4
O=c1cc(C(F)(F)F)nc(SCc2cccc3ccccc23)[nH]1,93.3,-0.4,1.0,90.5,107.4,96.9,90.4,94.5
Cc1c(C(=O)O)cccc1-n1c(C)cc(/C=C(/C#N)C(=O)NCc2ccccc2)c1C,101.9,6.1,7.0,95.7,101.5,100.8,98.1,105.9
CCOc1ccc(Nc2n[nH]c(=S)s2)cc1,90.9,21.6,0.0,81.3,94.6,91.5,94.4,97.5
O=[N+]([O-])c1ccc2nc(/C=C/c3ccc(Cl)cc3)[nH]c2c1,80.7,3.6,0.0,80.6,111.9,118.1,74.2,135.0
CCOC(=O)C(=O)N(Nc1ccccc1C)c1ccccc1C,99.6,3.7,0.0,101.0,112.6,102.2,105.7,96.1
COc1ccc2cc(C(C)C(=O)N3CCC(C)CC3)ccc2c1 (stereo unspecified),98.5,-8.6,0.0,102.9,83.0,107.0,94.9,106.5

# Screening data: PubChem, NMMLSC
